Source: PubChem (National Center for Advancing Translational Sciences (NCATS))
Lipid storage S3: qHTS Assay for Lipid Storage Modulators in Drosophila S3 Cells. Potency in µM for hits, for the others lipid storage change, negative = inhibition, % at the top dose, mostly 46.1 µM. AID 2685, 2010. Drosophila S3 cells, BODIPY lipid droplet fluorescence, 18-24 h; cells fed with added oleic acid. actives 0.64% (n = 320,000); active = well fitted inhibition curve with a large enough effect in the signal ratio, with a control signal flat, not every such curve was filed as active; inconclusive = small, poorly fitted or top-dose-only effect, or effect the other way, or a change in a side signal; the % refers to the signal ratio
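Drosophila S3 cells loaded with oleic acid (400 uM, as added) and compounds at several concentrations; lipid droplets imaged by 488-nm laser-scanning cytometry, 500–530 nm intensity and object ratio to cell channel. Percent activity normalized to 20 uM Triacsin C.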
Lipid storage S3 cell count max: further read-out of Lipid storage S3, marked with its call; cell number change, %; measured here: cell count max response;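 cells counted by Cell Tracker Red CMTPX staining in the red channel; peak over a dose series mostly up to 46.1 µM; percent activity relative to internal control wells on each plate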
An asterisk follows results filed as active. % is scaled to controls: 0 for no effect and ±100 for the full control effect; potency is read from the fitted curve at half-maximal effect. This is a subset, so the mix of outcomes need not match the whole.

Preview:
For C=CCNc1nc(-c2ccccc2)nc(-n2ccnc2)n1 the results were Lipid storage S3 1.8% and Lipid storage S3 cell count max -21.7.
For Cc1ccc(C(=O)N2CCC(C)CC2)cc1S(=O)(=O)N1CCCCC1 the results were Lipid storage S3 7.5% and Lipid storage S3 cell count max 0.6.
Screening CCOC(=O)c1ccc(NC(=S)NC2CCCC2)cc1 returned Lipid storage S3 inconclusive.
Screening O=C(Nc1ccc(Br)cc1)C1CC=CCC1C(=O)OCC1CCCO1 (stereo not given) returned Lipid storage S3 inconclusive.
`O=C(Cn1cc(C(F)(F)F)ccc1=O)N1CCN(S(=O)(=O)c2ccccc2)CC1` gave Lipid storage S3 inconclusive.

All compounds of this part (from the top)
For C=CCNc1nc(-c2ccccc2)nc(-n2ccnc2)n1 the results were Lipid storage S3 1.8% and Lipid storage S3 cell count max -21.7.
For Cc1ccc(C(=O)N2CCC(C)CC2)cc1S(=O)(=O)N1CCCCC1 the results were Lipid storage S3 7.5% and Lipid storage S3 cell count max 0.6.
Screening CCOC(=O)c1ccc(NC(=S)NC2CCCC2)cc1 returned Lipid storage S3 inconclusive.
Screening O=C(Nc1ccc(Br)cc1)C1CC=CCC1C(=O)OCC1CCCO1 (stereo not given) returned Lipid storage S3 inconclusive.
`O=C(Cn1cc(C(F)(F)F)ccc1=O)N1CCN(S(=O)(=O)c2ccccc2)CC1` gave Lipid storage S3 inconclusive.
For CCOC(=O)c1ccc(/[N+]([O-])=C/c2ccccc2)cc1 the results were Lipid storage S3 inconclusive.
`COc1ccc(C(=O)NC2CCCCC2)cc1S(=O)(=O)N1CCCC1` gave Lipid storage S3 14.4% and Lipid storage S3 cell count max -13.3.
For CCOc1ccc2c(c1)C(c1ccc(C)cc1)=NNC(c1ccc(OC)cc1)=N2 the results were Lipid storage S3 inconclusive.
Screening CCC(C(=O)Nc1cccnc1)c1ccccc1 (stereo not given) returned Lipid storage S3 inconclusive.
For O=c1[nH]ncc2c3ccccc3n(Cc3cccc(Cl)c3)c12 the results were Lipid storage S3 inconclusive.
For O=C1c2cccc3c(O)ccc(c23)C(=O)N1Cc1ccco1 the results were Lipid storage S3 inconclusive.
For O=[N+]([O-])c1cccc(-c2ccc(CN3CCCCC3)o2)c1 the results were Lipid storage S3 inconclusive.
`O=S(=O)(NCCc1csc(-c2cccnc2)n1)c1cc(F)ccc1F` gave Lipid storage S3 -19.0% and Lipid storage S3 cell count max 8.2.
For CCOCC(=O)N1CCC(Cc2ccccc2)CC1 the results were Lipid storage S3 inconclusive.
For CC(=O)C1=C(O)C(=O)N(CCc2c[nH]c3ccccc23)C1c1cccc(O)c1 (stereo not given) the results were Lipid storage S3 20.6µM* and Lipid storage S3 cell count max -19.8*.
Screening CCn1ncc(/C=C/C(=O)NCc2cn(C)nc2C)c1C returned Lipid storage S3 3.6% and Lipid storage S3 cell count max -1.5.
Cc1ccc(S(=O)(=O)N2CCOC2CNC(=O)C(=O)NCc2ccc3c(c2)OCO3)cc1 (stereo not given) was read as Lipid storage S3 inconclusive.
For Cc1ccc(S(=O)(=O)c2nc(S(C)(=O)=O)sc2N2CC(C)OC(C)C2)cc1 (stereo not given) the results were Lipid storage S3 inconclusive.
CN(C)S(=O)(=O)c1ccc(-c2csc(-c3cccnc3)n2)cc1 was read as Lipid storage S3 -13.5% and Lipid storage S3 cell count max -25.2.
`O=c1c2cc(Cl)ccc2[nH]c(=S)n1Cc1ccccn1` gave Lipid storage S3 inconclusive.
CC(O)c1nc2ccccc2n1C/C=C/c1ccccc1 (stereo not given) was read as Lipid storage S3 inactive.
`CSc1ccccc1OCc1cc(C(=O)N(C)Cc2ccc3nsnc3c2)no1` gave Lipid storage S3 inconclusive.
Screening COc1ccc(-c2cc(C(F)(F)F)c(C#N)c(SCC(=O)O)n2)cc1OC returned Lipid storage S3 19.8% and Lipid storage S3 cell count max 13.5.
For CC(=NCCc1ccccc1)C1=C(O)C(c2ccccc2)OC1=O (stereo not given) the results were Lipid storage S3 5.6% and Lipid storage S3 cell count max 22.5.
For Cc1ccc(C(=O)CSc2nc(C)cc(=O)[nH]2)cc1 the results were Lipid storage S3 4.3% and Lipid storage S3 cell count max 4.3.
Screening COC(=O)C1=C(C)OC(N)=C(C#N)C1c1cc(OC)c(OCC(N)=O)cc1Cl (stereo not given) returned Lipid storage S3 inconclusive.
For COc1cccc2cc(S(=O)(=O)c3ccc(C)cc3)/c(=N/NS(=O)(=O)c3ccc(C)cc3)oc12 the results were Lipid storage S3 inconclusive.
For CN(C)c1nc(C(=O)NN)nc(N(C)C)n1 the results were Lipid storage S3 inconclusive.
Screening COc1cc(OC)cc(C(=O)Nc2ccc(NC(=O)c3ccco3)c(C)c2)c1 returned Lipid storage S3 5.5% and Lipid storage S3 cell count max 22.6.
O=C(CN(C(=O)CNC(=O)c1ccco1)c1cccc(F)c1)NC1CCCCC1 was read as Lipid storage S3 inconclusive.
Screening Cc1ccc(OCC(=O)N2CCc3ccccc3C2)cc1 returned Lipid storage S3 inconclusive.
Screening COc1ccc(-c2nn(-c3ccccc3)cc2C(=O)OCC(=O)c2ccc(C)c([N+](=O)[O-])c2)cc1 returned Lipid storage S3 inconclusive.
`CCOC(=O)N1CCC(NC(=O)c2ccc3c(c2)N=C(CC)c2cc(C)ccc2S3)CC1` gave Lipid storage S3 6.9% and Lipid storage S3 cell count max 13.7.
For CCCCNC(=O)C1CC(c2cccc(F)c2)=NO1 (stereo not given) the results were Lipid storage S3 inconclusive.
Screening COCCN(C(=O)COC(=O)c1ccc2[nH]c(C)c(C)c2c1)c1c(N)n(Cc2ccccc2)c(=O)[nH]c1=O returned Lipid storage S3 inconclusive.
Screening O=S(=O)(c1ccc(Cl)c(S(=O)(=O)N2CCCC2)c1)N1CCCC1 returned Lipid storage S3 -10.7% and Lipid storage S3 cell count max -11.4.
Screening C[C@@H](CO)NC(=O)c1ccc2c3n(nc2c1)-c1ccccc1CO3 returned Lipid storage S3 -1.1% and Lipid storage S3 cell count max 5.8.
For CCc1ccc(-c2cc(C)no2)cc1S(=O)(=O)NC(C)Cc1ccco1 (stereo not given) the results were Lipid storage S3 inconclusive.
For CC(C)(C)c1ccc(-c2nc(-c3ccncc3)no2)cc1 the results were Lipid storage S3 inconclusive.
For CCN(CC)CCNC(=O)c1ccc(NC2=NC3CS(=O)(=O)CC3S2)cc1 (stereo not given) the results were Lipid storage S3 inconclusive.
`CCN(CC)S(=O)(=O)c1ccc(NS(=O)(=O)c2cccc(C)c2)cc1` gave Lipid storage S3 inconclusive.
`O=C(CN1CCN(C/C=C/c2ccccc2)CC1)Nc1ccc(F)cc1F` gave Lipid storage S3 10.0%.
`CCCCN(C(=O)CN1C(=O)C2CCCCC2C1=O)c1c(N)n(Cc2ccccc2)c(=O)[nH]c1=O` (stereo not given) gave Lipid storage S3 4.5% and Lipid storage S3 cell count max 4.2.
Screening Cc1cccn2c(=O)c3cc(C#N)c(=O)n(CCCN4CCOCC4)c3nc12 returned Lipid storage S3 inactive.
For CCOC(=O)C(Cc1ccc(NC(C)=O)cc1)N1C(=O)c2ccccc2C1=O (stereo not given) the results were Lipid storage S3 inconclusive.
For Cc1nnc2ccc(-c3cccc(NC(=O)c4ccc(Br)o4)c3)nn12 the results were Lipid storage S3 inconclusive.
Screening COCCNC(=O)CCN1N=C(c2ccccc2)CCC1=O returned Lipid storage S3 -2.5% and Lipid storage S3 cell count max 17.2.
O=C(NNC(=O)c1ccc(Cl)c(S(=O)(=O)Nc2ccc(Cl)cc2)c1)c1ccc(=O)[nH]c1 was read as Lipid storage S3 inconclusive.
Screening Cn1cncc1C#Cc1c(C=O)n(C)c2ccccc12 returned Lipid storage S3 inconclusive.
Screening CC1CC(C)(C)NC(=S)O1 (stereo not given) returned Lipid storage S3 inconclusive and Lipid storage S3 cell count max 4.0.
`Cc1ccc(-n2nnnc2-c2ccccc2)cc1` gave Lipid storage S3 -0.3% and Lipid storage S3 cell count max 3.7.
For COc1ccc(CC(=O)N2CCOCC2)cc1 the results were Lipid storage S3 2.5% and Lipid storage S3 cell count max -19.1.
`O=C(CN(C(=O)Cn1nnc(-c2cccs2)n1)c1ccc2c(c1)OCCO2)NCC1CCCO1` (stereo not given) gave Lipid storage S3 inconclusive.
Screening Nc1nc(-c2ccco2)c(-c2ccco2)s1 returned Lipid storage S3 inconclusive.
`O=C(NCCc1ccc(F)cc1)c1cccs1` gave Lipid storage S3 7.0% and Lipid storage S3 cell count max -5.8.
OCCN1C[C@H](O)[C@@H](O)[C@H](O)[C@H]1CO was read as Lipid storage S3 0.9% and Lipid storage S3 cell count max 8.4.
Screening CSc1nc(Nc2ccc(Cl)cc2)c(C#N)c(=O)[nH]1 returned Lipid storage S3 inactive and Lipid storage S3 cell count max 16.4.
`Cc1cc(C)cc(OCCn2c(C3CC(=O)N(c4ccccc4Cl)C3)nc3ccccc32)c1` (stereo not given) gave Lipid storage S3 21.9% and Lipid storage S3 cell count max -14.5.
For CCN(CC)S(=O)(=O)c1cccc(S(=O)(=O)N2CCCCC2)c1 the results were Lipid storage S3 inactive.
Screening C=CCNC(=S)Nc1cccc2ccccc12 returned Lipid storage S3 inactive.
`c1ccc(-c2nc(-c3cccs3)[nH]c2-c2ccccc2)cc1` gave Lipid storage S3 -18.4% and Lipid storage S3 cell count max -24.1.
`Cc1ccc(C)c(N(CC(=O)NCc2ccc3c(c2)OCO3)C(=O)CCC(=O)Nc2ccccn2)c1` gave Lipid storage S3 inconclusive.
Screening COC(=O)COc1ccc(NC(=O)Cn2nc(-c3ccccc3)c3ccccc3c2=O)cc1 returned Lipid storage S3 -8.8% and Lipid storage S3 cell count max 0.1.
`O=C(CN1CCN(CC(=O)Nc2ccccn2)CC1)Nc1ccccn1` gave Lipid storage S3 29.1µM* and Lipid storage S3 cell count max 1.9*.
Screening Cc1ccc(Cl)cc1NC(=O)c1cc2ccccc2cc1O returned Lipid storage S3 inconclusive.
Screening Cc1cc(C)n2nc(SCCC(=O)NCCc3ccccc3)nc2n1 returned Lipid storage S3 inconclusive.
Screening O=C(CSc1nc2ccsc2c(=O)n1Cc1ccccc1)NCC1CCCO1 (stereo not given) returned Lipid storage S3 0.7% and Lipid storage S3 cell count max -2.8.
`C/C(=N\NC(=O)C(O)c1ccccc1)c1cccnc1` (stereo not given) gave Lipid storage S3 inactive and Lipid storage S3 cell count max -4.0.
`N#CC1(P(=O)(c2ccccc2)c2ccccc2)CCCC1` gave Lipid storage S3 inconclusive.
`O=C(CCN1C(=O)S/C(=C\c2ccc(F)cc2)C1=O)Nc1ccc(O)cc1C(=O)O` gave Lipid storage S3 inconclusive.
Screening CCN1CCN(C(c2cccs2)C(C)NC(=O)CC(C)C)CC1 (stereo not given) returned Lipid storage S3 12.2% and Lipid storage S3 cell count max 5.3.
For Cc1c(O)cccc1C(=O)N[C@@H](CSc1ccccc1)[C@H](O)CN1C[C@H]2CCCC[C@H]2C[C@H]1C(=O)NC(C)(C)C the results were Lipid storage S3 inconclusive.
`COc1ccc(-n2ncc3c(=O)n(CC(=O)Nc4ccc(S(=O)(=O)N5CCOCC5)cc4)cnc32)cc1` gave Lipid storage S3 inconclusive.
Screening CCN(CC)C(=O)c1ccc2c(=O)n(Cc3ccc4c(c3)OCO4)c(=S)[nH]c2c1 returned Lipid storage S3 inconclusive.
`O=C(CSc1nc2ccccc2c(=O)n1-c1ccccc1)N1CCCC1` gave Lipid storage S3 inactive and Lipid storage S3 cell count max 6.6.
Cc1cccc(NC(=O)CSc2ncnc3nc[nH]c23)c1 was read as Lipid storage S3 inconclusive.
For Cc1ccc2c(CN3CCN(Cc4ccccc4)CC3)cc(=O)oc2c1C the results were Lipid storage S3 inactive and Lipid storage S3 cell count max -5.7.
Screening CCCCC(NC(C)=O)c1nc2ccccc2[nH]1 (stereo not given) returned Lipid storage S3 inconclusive.
Screening Cc1ccc(N2C(=O)N3[C@H](c4ccc(F)cc4)[C@@H]4C(=O)N(C5CCCCC5)C(=O)[C@@H]4[C@]3(Cc3ccccc3)C2=O)cc1 returned Lipid storage S3 inconclusive.
Screening COc1ccc2[nH]c(=O)c(CN(CCO)C(=O)c3ccccc3F)cc2c1 returned Lipid storage S3 inactive.

Taken from the listing for reference:
For C=CCNc1nc(-c2ccccc2)nc(-n2ccnc2)n1 the results were Lipid storage S3 1.8% and Lipid storage S3 cell count max -21.7.
For Cc1ccc(C(=O)N2CCC(C)CC2)cc1S(=O)(=O)N1CCCCC1 the results were Lipid storage S3 7.5% and Lipid storage S3 cell count max 0.6.

Other entries:
For N#Cc1cccc(NCC(=O)Nc2ccc3c(c2)OCCO3)c1 the results were Lipid storage S3 inconclusive.
Cc1ccc(S(=O)(=O)CCC(=O)OCc2nc(N)nc(Nc3ccccc3C)n2)cc1 was read as Lipid storage S3 inconclusive.
For Cc1ccc(OCCNC(=O)c2ccccc2N)cc1 the results were Lipid storage S3 3.9% and Lipid storage S3 cell count max -14.3.
Screening COc1ccc(C(=O)CCC(=O)NCc2cc(OC)cc(OC)c2)cc1 returned Lipid storage S3 inconclusive.
Screening Cc1sc(C(=O)NCc2cccnc2)c2nc(C)n(CC(=O)NCc3cccnc3)c(=O)c12 returned Lipid storage S3 inconclusive.
Screening Cc1cc(C(=O)N/N=C/c2ccc(-c3ccccc3Cl)o2)n[nH]1 returned Lipid storage S3 inconclusive.
CCN(C(=O)COC(=O)Cc1c[nH]c2ccccc12)c1c(N)n(Cc2ccccc2)c(=O)[nH]c1=O was read as Lipid storage S3 22.5% and Lipid storage S3 cell count max 1.9.
COc1ccc(-c2cn[nH]c2N)c(OC)c1 was read as Lipid storage S3 inconclusive.
O=S(=O)(c1ccc(Br)cc1)N1CCN(c2ccccc2)CC1 was read as Lipid storage S3 inconclusive.
